Rat MKP-3 inhibitors – MKP-3 phosphatase inhibitors, primary screen, biochemical, rat enzyme, in vitro (AID 425); recombinant MKP-3 phosphatase activity, fluorescence; higher % means a stronger effect; one-dose inhibition, % at 20 µM; IC50 in µM for titrated hits; 0.17% of 110,000 active; in the data active means inhibition above about 50%;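 further: plate controls were vehicle for no effect and reference inhibitor for full effect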
Hsp70 displacement – Hsp70 inhibitors, probe displacement, primary screen, biochemical, fluorescence polarization (AID 583); Hsp70 fluorescence polarization probe displacement, mP; higher % means a stronger effect; one-dose displacement, % at 20 µM; IC50 in µM for titrated hits; 0.06% of 140,000 active; in the data active means displacement above about 50%;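 further: plate controls were vehicle for no effect and reference ligand for full effect; a part of the inactive calls stands beside numbers as strong as those of hits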
Starred values were filed as active, the others as inactive; / = no result given; & = joins results of further samples.

SMILES	Rat MKP-3 inhibitors	Hsp70 displacement
CC1CCCCN1C(=O)COc1ccc(NC(=O)c2ccco2)cc1 (stereo not drawn)	-8.4%	-0.1%
CCCCOc1ccc(-c2nc(=S)[nH][nH]2)cc1	/	0.4%
CN(C)CC(=O)c1ccc(-c2ccccc2)cc1	5.4%	-0.9%
Cc1n[nH]c(=O)nc1N1CCc2ccccc2C1	-0.8%	5.5%
COc1ccccc1S(=O)Cc1ccc(C(=O)NCc2ccccc2Cl)o1 (stereo not drawn)	-2.3%	-5.0%
Cc1cccc(OCC(O)CN2C(=O)NC(C)(C)C2=O)c1 (stereo not drawn)	2.2%	-5.1%
CC(C)Nc1nc(-c2ccc(Cl)cc2Cl)nc2ccccc12	6.3%	-6.0%
c1cc2nnnn2nc1N1CCCCCC1	/	-1.9%
CCn1c(=O)c(C(=O)Nc2nc3ccccc3[nH]2)c(O)c2ccccc21	0.1%	/
Cc1ccc(-c2nc(-c3ccccn3)no2)cc1Cl	-7.8%	2.0%
CN1C(=O)C(=Cc2cn(CC(=O)Nc3ccccc3)c3ccccc23)C(=O)N(C)C1=O	2.5%	0.0%
COCCn1c(SCC#N)nnc1-c1ccc2c(c1)OCO2	4.2%	-3.5%
CCOC(=O)CCN1C(=O)/C(=C\c2cc(OC)c(OC)c(OC)c2)SC1=S	-2.6%	3.6%
Cn1c(=O)c2cc(S(=O)(=O)NCCC(=O)Nc3ccccc3F)ccc2n(C)c1=O	-1.8%	5.2%
Cc1cc2nc(-c3cccc(NC(=O)c4ccc(Br)o4)c3)oc2cc1C	3.2%	4.7%&4.0%
Clc1ccc(OCc2nnc3n2N=C(c2ccc4c(c2)OCCO4)CS3)c(Cl)c1	2.4%	4.4%
O=S(=O)(Nc1ccc2oc(-c3ccccc3F)nc2c1)c1ccccc1	-8.3%	5.1%
c1ccc(C(c2nnnn2C2CCCC2)N2CCN(c3nc4ccccc4s3)CC2)cc1 (stereo not drawn)	/	3.3%
Cc1cc(OCC(=O)NCc2ccc(F)cc2)cc(C)c1Cl	-0.3%	2.8%
OC(CN1CCOCC1)CN1CCOCC1	2.8%	-4.5%
COc1cc(CNC2C3CC4CC(C3)CC2C4)c([N+](=O)[O-])cc1OC (stereo not drawn)	-0.1%	-5.9%
Cc1ccccc1SCCNC(=O)c1ccccc1I	1.7%	-2.2%
CCCN(Cc1ccccc1)C(=O)Nc1ccc2c(c1)nnn2C	-6.5%	0.3%
COc1ccc(C)cc1NCc1cccc(OC)c1OC	-4.3%	2.8%
Cc1ccc(N2C(=O)C3C4C=CC(CC4)C3C2=O)c([N+](=O)[O-])c1 (stereo not drawn)	1.5%	3.6%
(continued)
SMILES	Rat MKP-3 inhibitors	Hsp70 displacement
CCSc1nc(C2CC2)cc(-c2ccco2)c1C#N	/	1.4%
Cc1ccc(-c2nc(NC(=O)CSc3nnc4scc(-c5ccccc5)n34)ns2)cc1	12.3%	3.5%
c1ccc(CCCN2CCN(Cc3cccnc3)CC2)cc1	2.5%	-2.5%
CCn1c(SCC(=O)Nc2cc(C)on2)nnc1-c1ccc(S(=O)(=O)N2CCN(C)CC2)cc1	/	-5.3%
CN1CCN(CCCNC(=O)c2ccc(CSCc3cccc(Cl)c3)o2)CC1	9.0%	2.0%
Cc1cc(C(F)(F)F)n2ncc(C(=O)O)c2n1	7.9%	-4.4%
CCOc1ccc(NC(=O)C2CCCN(C(=O)Nc3ccccc3)C2)cc1 (stereo not drawn)	/	6.1%
CCOP(=O)(c1ccc(N(C)C)cc1)C(O)c1cc(OC)c(OC)c(OC)c1 (stereo not drawn)	-10.6%	-0.5%
CC(C)Oc1ccccc1NC(=O)CSCC(=O)Nc1ccc2ccccc2c1	5.6%	-4.9%
CC(=O)c1cccc(NC2c3ccccc3C(=O)N2Cc2ccc3c(c2)OCO3)c1 (stereo not drawn)	-1.0%	-6.7%
C/C(N)=C(/C#N)C(=O)COC(=O)c1ccncc1	-1.9%	5.2%
O=C(COc1ccc([N+](=O)[O-])cc1)Nc1ccc2oc(-c3ccccc3F)nc2c1	10.2%	3.8%
CCC(Oc1ccc(Br)cc1)C(=O)NN (stereo not drawn)	1.8%	2.8%
Cc1sc2ncnc(Nc3cccc(Cl)c3)c2c1C	-2.6%	-2.4%
Cn1c(SC(c2ccccc2)c2ccccc2)nc2ccccc21	1.1%	1.5%
C/C(=N\OC(=O)Nc1ccc(Cl)cc1)c1ncc(C(F)(F)F)cc1N1CCOCC1	/	3.8%
CS(=O)(=O)N(CC(=O)Nc1cccc2ccccc12)c1ccc(Cl)cc1	-0.3%	1.7%
CCOc1ccc(S(=O)(=O)N(CC(N)=O)c2ccc(C)cc2)cc1	-14.0%&2.4%	-0.3%&-3.6%
CC1CCN(C(=O)C(Cc2ccccc2)n2cccc2)CC1 (stereo not drawn)	-5.6%	-0.4%
COCC(=O)Nc1nnc(CCc2ccccc2)s1	-9.5%	0.9%
CN(Cc1ccccc1)c1nc2c(c(=O)n(C)c(=O)n2C)n1CCCc1ccccc1	-11.4%	6.4%
Cc1[nH]c(=O)[nH]c(=O)c1S(=O)(=O)N1CCCC(C(=O)N2CCN(c3ccccc3Cl)CC2)C1 (stereo not drawn)	-9.2%	/
CCCc1ncc(C(O)c2ccc(OC)c(OC)c2)n1C (stereo not drawn)	2.0%	-3.8%
O=C(NC1CCCCC1)c1sc(=S)n2c1[nH]c(=O)c1ccccc12	5.5%	7.4%
CCc1cc(OCCN2C(=O)NC(C)(C)C2=O)ccc1Cl	/	-5.0%
New compounds follow
SMILES	Rat MKP-3 inhibitors	Hsp70 displacement
CCOC(=O)C1CCCN(C(=O)CS(=O)(=O)Cc2ccccc2)C1 (stereo not drawn)	-3.3%	0.0%
Cc1nc(SCC(=O)c2cccs2)c2oc3ccccc3c2n1	/	8.1%
O=C(NCCN1CCCCC1)c1cc2ccccc2o1	-2.5%	3.7%
CCN(CC)C(=O)C12CC3CC(C1)C(=O)C(C3)C2	0.8%	1.9%
CC1=C(C(=O)OC2CCCCCCC2)C(c2ccc(O)cc2)NC(=O)N1 (stereo not drawn)	-0.6%	-3.8%
COC(=O)c1c(C(C)=O)cnc2ccc(Br)cc12	-14.2%	0.0%
CC1=C(C#N)C(c2cccc(Cl)c2Cl)C2=C(CC(C)(C)CC2=O)N1 (stereo not drawn)	1.5%	-0.3%
COc1ccc(C2C(C(N)=O)=C(C)Nc3ncnn32)cc1 (stereo not drawn)	1.8%	-3.3%
O=C(Nc1ccc(-c2nc3ccccc3o2)c(O)c1)c1ccc(-c2cccc([N+](=O)[O-])c2)o1	-1.1%	7.7%
COc1ccccc1-n1cnnc1SC1CCOC1=O (stereo not drawn)	-17.9%	-3.3%
CCCOC(=O)/C(=C\c1ccc([N+](=O)[O-])o1)NC(=O)c1ccccc1	/	-1.2%
CCOc1ccc(C(=O)Nc2cc(Cl)ccc2C(=O)O)cc1	1.9%	-3.4%
O=c1cc(NCc2ccco2)[nH]c(=O)n1-c1ccc(Br)cc1	6.7%	-2.2%
COc1ccc(CC2S/C(=N\N=C\c3cccs3)NC2=O)cc1 (stereo not drawn)	3.7%	-3.0%
O=C(OCc1cc2ccccc2[nH]c1=O)c1ccncc1	-3.3%	0.4%
Cc1[nH]c2ccccc2c1C(c1ccccn1)c1c(C)[nH]c2ccccc12	/	0.8%
c1ccc(-c2nnc(SC3CCCC3)nc2-c2ccccc2)cc1	-2.7%	1.3%
O=C(N/N=C/c1ccc2ccccc2c1)c1cccc(F)c1	-4.5%	-1.2%
CSC1=C(C#N)C(c2ccc(C)cc2)C2=C(CCCC2=O)N1 (stereo not drawn)	-5.4%	5.4%
COC(=O)c1c(NC(=O)/C=C/c2ccccc2)sc2c1C(C(=O)OC)CC2 (stereo not drawn)	3.3%	4.1%
CC(=O)c1c(C)[nH]c(C(=O)NC2=NCCS2)c1C	-3.1%	5.2%
CC(C)c1ccc(N2C(=O)NC(=O)/C(=C/c3ccc(F)cc3)C2=O)cc1	2.4%	-4.5%
COc1cc(NCCCCCCCN)c2ncccc2c1	/	6.0%
COc1ccc(NC2=C(C(C)=O)C(c3ccc4c(c3)OCO4)C(C(C)=O)C(C)(O)C2)cc1 (stereo not drawn)	-13.3%	-0.9%
Cc1nnc(NC(=O)c2cccc(F)c2)s1	-15.2%&3.0%	9.3%&-1.1%

Ordered by SMILES length (ascending): 3 of the compounds above.
SMILES	Rat MKP-3 inhibitors	Hsp70 displacement
O=C(OCc1cc2ccccc2[nH]c1=O)c1ccncc1	-3.3%	0.4%
CCN(CC)C(=O)C12CC3CC(C1)C(=O)C(C3)C2	0.8%	1.9%
CC(C)c1ccc(N2C(=O)NC(=O)/C(=C/c3ccc(F)cc3)C2=O)cc1	2.4%	-4.5%

(list continues)
SMILES	Rat MKP-3 inhibitors	Hsp70 displacement
COc1cc(C)c(CNc2cccc(C)c2)cc1C	-1.6%	-1.6%&-0.9%
Cc1cc(C)n2nc(C(=O)Nc3nccs3)nc2n1	/	0.4%
COC(=O)C(Cc1cnc(Cl)s1)(C(=O)OC)c1ccccc1[N+](=O)[O-]	/	11.1%
C=CCn1c(=N)n(CC(O)C(C)(C)C)c2ccccc21 (stereo not drawn)	3.4%	0.2%
CCN(CC)C(=O)C(NC(=O)c1ccc([N+](=O)[O-])cc1)C12CC3CC(CC(C3)C1)C2 (stereo not drawn)	0.5%	4.3%
COc1cc2ccccc2cc1C(=O)Nc1cccc(-c2nc3cc(C)cc(C)c3o2)c1C	4.2%	-4.6%
N#Cc1ccccc1Cn1c(=O)n(C2CCCC2)c(=O)c2ccccc21	/	0.9%
Cc1cc(N(C)C)c(C#N)c(=O)[nH]1	-2.6%	0.3%
C/C=C(\CS(=O)(=O)c1ccccc1)S(=O)(=O)c1ccccc1	-1.6%	-2.3%
CCNc1nc(SCCOc2ccc(C)cc2)nc(N(C)C)n1	-9.6%	2.9%
O=C(O)c1c2c(nc3ccccc13)CCCCCC2	-2.6%	2.1%
CCc1ccc(N/C(=N/c2nc(C)cc(C)n2)NC(C)=O)cc1	0.0%	2.5%
O=c1cc(-c2ccccc2)nc(NO)[nH]1	1.8%	5.0%
COC(=O)Cn1cnc(=O)c(C#N)c1/C=C/N(C)C	-4.7%	2.0%
c1ccc2c(c1)oc1c(NCCCN3CCOCC3)ncnc12	-5.5%	1.2%
CCOC(=O)C1CCN(C(c2cc3cc(C)cc(C)c3[nH]c2=O)c2nnnn2C2CCCCC2)CC1 (stereo not drawn)	-6.8%	0.9%
O=C(/C=C/c1ccc2c(c1)OCCO2)c1c(-c2ccccc2)c2cc(Br)ccc2[nH]c1=O	4.7%	-3.0%
COc1ccc(CSc2nc3ccccc3n2C)cc1F	0.6%	0.5%
CN(C)c1ccc(NC(=O)c2ccc(I)cc2)cc1	2.6%	-3.1%
Cc1nc2cc(N3C(=O)c4ccccc4C3=O)ccc2s1	2.3%	-0.6%
O=C(NCc1ccccn1)c1ccc(I)cc1	2.6%	-2.3%
O=C(CN(c1ccc(F)cc1)S(=O)(=O)c1ccccc1)N1CCCC1	-1.4%	1.4%
C/C(=N\N1CCN(Cc2cccc3ccccc23)CC1)c1ccncc1	3.0%	-1.1%
Cc1csc2ncc(C(=O)NCc3ccccc3Cl)c(=O)n12	-0.5%	1.7%
CC(C)N(Cc1nc(-c2ccccc2)no1)C(=O)CCCN1C(=O)c2ccccc2C1=O	-5.8%	-8.1%

Molecules shown so far with a CF3 group (2):
SMILES	Rat MKP-3 inhibitors	Hsp70 displacement
Cc1cc(C(F)(F)F)n2ncc(C(=O)O)c2n1	7.9%	-4.4%
C/C(=N\OC(=O)Nc1ccc(Cl)cc1)c1ncc(C(F)(F)F)cc1N1CCOCC1	/	3.8%

Arranged by value in Rat MKP-3 inhibitors (rising): 5 from the list above.
SMILES	Rat MKP-3 inhibitors	Hsp70 displacement
COc1cc(C)c(CNc2cccc(C)c2)cc1C	-1.6%	-1.6%&-0.9%
O=C(CN(c1ccc(F)cc1)S(=O)(=O)c1ccccc1)N1CCCC1	-1.4%	1.4%
CCN(CC)C(=O)C(NC(=O)c1ccc([N+](=O)[O-])cc1)C12CC3CC(CC(C3)C1)C2 (stereo not drawn)	0.5%	4.3%
COc1ccc(CSc2nc3ccccc3n2C)cc1F	0.6%	0.5%
Cc1nc2cc(N3C(=O)c4ccccc4C3=O)ccc2s1	2.3%	-0.6%

(list continues)
SMILES	Rat MKP-3 inhibitors	Hsp70 displacement
COc1ccc(S(=O)(=O)N(CC(=O)Nc2ccc(Cl)cc2Cl)c2ccc(C)cc2)cc1OC	3.7%	2.6%
Cc1nc(N2CCN(C(=O)c3ccco3)CC2)c2c3c(sc2n1)CCC3	3.2%	6.2%
COCCCN1C(=O)C(=O)/C(=C(/O)c2ccc(OCC(C)C)cc2)C1c1cccnc1 (stereo not drawn)	0.8%	-2.7%
CCOc1cccc2cc(C(=O)N3CCc4ccccc43)c(=O)oc12	-3.3%	-17.0%
COc1ccc(C(=O)N2CCN(C(=O)c3ccccc3OC)CC2)cc1OC	1.2%	-2.8%
COc1ccc(-c2cc(C(F)(F)F)n3nc(C(N)=O)cc3n2)cc1	0.8%	3.8%
CCOC(=O)CNC(=O)Cn1c(C)cc2ccccc2c1=O	8.6%	2.1%
Cc1cc(C)c(COCc2c(C)cc(C)c(C=O)c2C)c(C)c1C=O	2.0%	3.8%
CC(=O)C1=C(C)Nc2ncnn2C1c1ccc(Cl)cc1 (stereo not drawn)	-9.4%	3.1%
CCOP(=O)(c1ccccc1)c1nc(-c2ccc(F)cc2)oc1N1CCCCC1 (stereo not drawn)	-4.6%	4.2%
c1ccc(-c2cnnc(N3CCOCC3)n2)cc1	/	3.1%
Cc1cc(NC(=O)CSc2nc3ccccc3s2)no1	/	2.0%
COc1ccc(NC(=O)Cn2nc(C(F)(F)F)c3c2CCCC3)cc1OC	/	1.7%
CC(C)CC(=O)NS(=O)(=O)c1ccc(N)cc1	2.5%	-1.8%&5.4%
CCC(C)c1ccc(NC(=O)c2c(-c3c(Cl)cccc3Cl)noc2C)cc1 (stereo not drawn)	-1.0%	-2.2%
O=C(COc1ccc([N+](=O)[O-])cc1)Nc1ccc(-c2nc3ccccc3s2)c(O)c1	5.4%	0.8%

These rows are one share of the data; the hit share may differ from the screen's.
